Bioassay records from PubChem BioAssay.
TrxR1 inh – qHTS Assay for Inhibitors of Mammalian Selenoprotein Thioredoxin Reductase 1 (TrxR1): qHTS | Thioredoxin reductase 1, cytoplasmic (Rattus norvegicus), O89049 | recombinant rTrxR1, NADPH fluorescence consumption, selenite substrate | Potency, µM (titrated, usually from 114 µM), inactives show top-dose activity change, negative = inhibition, most hits filed as inhibitors | 390,000 tested, 1% active | AID 588453, 2011; also: % is scaled to controls: 0 for no effect and ±100 for the full control effect; nearly all actives have a fitted effect of over 65% in size
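Rat TrxR1 (90 nM in the dispensed reagent) was pre-reduced with 400 uM NADPH for 5 min at room temperature, then incubated with compound for 15 min. After 400 uM selenite was added, NADPH fluorescence (Ex 340/Em 450 nm) was followed for 8 min.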
Vif-A3F inh – qHTS for Inhibitors of Vif-A3F Interactions: qHTS; HeLa A3F-eYFP + Vif (tagged APOBEC3F with the HIV-1 protein that degrades it), YFP fluorescence increase; Potency, µM (titrated, usually from 46.1 µM), inactives show top-dose activity, negative = active; 390,000 tested, 0.2% active; also: % of control where 0% means no effect; nearly all actives have a fitted effect of over 65% in size
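Fluorescence increase (Ex 488/Em 500-530) after overnight compound treatment at 37 deg C flags inhibition of Vif-driven A3F-eYFP loss in stable HeLa A3F-eYFP/Vif cells seeded overnight beforehand.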
12-LOX inh – Primary qHTS assay for inhibitors of human arachidonate 12S-lipoxygenase (ALOX12): Round 2 | Polyunsaturated fatty acid lipoxygenase ALOX12 (Homo sapiens), P18054 | purified 12hLO, xylenol orange hydroperoxide absorbance | Potency, µM (series often up to 108 µM), without a hit: top-dose activity change, negative = inhibition, actives largely listed as inhibitors | 580,000 tested, 1.1% active | AID 1671190, 2021; also: % is scaled to controls: 0 for no effect and ±100 for the full control effect
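Purified human 12hLO at 150 nM in 25 mM Hepes, 0.01% Triton X-100, pH 7.0, preincubated 15 min at room temperature with compound. Reaction started with 40 uM arachidonic acid, 30 min at room temperature. Hydroperoxide measured by Fe-xylenol orange, 573/405 nm absorbance ratio.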
TrxR1 substrate – qHTS Assay for Substrates of Mammalian Selenoprotein Thioredoxin Reductase 1 (TrxR1): qHTS | AID 588456, 2011 | purified TrxR1 substrate turnover, NADPH consumption readout | Thioredoxin reductase 1, cytoplasmic (Rattus norvegicus), O89049 | Potency, µM (doses to about 114 µM), for inactives: at the top dose activity change, negative = substrate turnover | 390,000 tested, 0.01% active; also: % is scaled to controls: 0 for no effect and ±100 for the full control effect; nearly all actives have a fitted effect of over 50% in size
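Rat TrxR1, dispensed at 90 nM, was prereduced with 400 uM NADPH (final) for 5 min at ~22 deg C, then incubated with compound 15 min before 400 uM selenite. A first-read NADPH fluorescence drop versus no-compound background flagged substrates.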
Vif-A3G inh – qHTS for Inhibitors of Vif-A3G Interactions: qHTS; AID 602310, 2012; HeLa A3G-eYFP + Vif (tagged APOBEC3G with the HIV-1 protein that degrades it), YFP fluorescence, overnight; DNA dC->dU-editing enzyme APOBEC-3G (Homo sapiens), Q9HC16; 410,000 tested, 0.076% active; Potency, µM (titrated, usually from 46.1 µM), for inactives: at the top dose activity, negative = active, most hits filed as inhibitors;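 also: % is scaled to controls: 0 for no effect and ±100 for the full control effect; nearly all actives have a fitted effect of over 60% in size; hits raise eYFP signal because A3G escapes Vif-driven loss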
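Read-out is eYFP fluorescence (Ex 488/Em 500-530) from Vif-expressing HeLa A3G-eYFP cells; more signal means A3G escaped Vif-mediated degradation. Cells plated overnight, compound pinned in, incubated overnight at 37 deg C.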
RGS4 inh – Inhibitors of Regulator of G Protein Signaling (RGS) 4: qHTS; AID 504845, 2011; Potency, µM (doses to about 114 µM), for inactives: at the highest dose activity change, negative = inhibition, hits mostly inhibitors; 390,000 tested, 0.039% active; Transcreener GDP fluorescence polarization, RGS4-accelerated GTP hydrolysis; also: % is scaled to controls: 0 for no effect and ±100 for the full control effect; nearly all actives have a fitted effect of over 75% in size; some results filed as inactive show a strong effect at the top dose
Target sequence (P49798 whole entry, looked up): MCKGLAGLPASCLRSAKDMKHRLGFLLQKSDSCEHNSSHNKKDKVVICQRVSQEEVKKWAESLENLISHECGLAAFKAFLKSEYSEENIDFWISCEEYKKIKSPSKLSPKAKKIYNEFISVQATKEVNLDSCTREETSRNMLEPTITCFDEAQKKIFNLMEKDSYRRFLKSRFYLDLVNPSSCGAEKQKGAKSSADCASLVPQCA
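MLSMR compounds (23 nl, pin-transferred) preincubated 10 min at room temperature with a 500nM (2x) first reagent, then RGS4 at 900nM (2x) plus Transcreener GDP mix added; fluorescence polarization (620/688 nm) read before and after 90 min at 30 °C.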
RXFP1 agonist – qHTS Assay for Agonists of the Relaxin Receptor RXFP1. Relaxin receptor 1 (Homo sapiens), Q9HBX9. HEK293T-RXFP1 cAMP TR-FRET, 30 min; response scale: percent of porcine relaxin response, buffer zero. Potency, µM (titrated, usually from 57.5 µM), for the others: at the highest dose activation, usual class: activators. 370,000 tested, 0.3% active. AID 2676, 2010; also: % is scaled to controls: 0 for no effect and ±100 for the full control effect; nearly all actives have a fitted effect of over 60% in size; many of its hits are not listed in these tables
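HEK293 cells stably expressing RXFP1, treated 30 min at 37C with compounds plus PDE4 inhibitor Ro 20174; cAMP measured by HTRF TR-FRET. Normalized to buffer and 29 nM porcine relaxin; EC50 by Hill fit.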
mIDH1 inhibitor – qHTS for Inhibitors of mutant isocitrate dehydrogenase 1 (IDH1): qHTS | IDH1-R132H enzyme, NADPH consumption, diaphorase/resazurin fluorescence | 390,000 tested, 0.093% active | Potency, µM (titrated, usually from 76.6 µM), for the others: at the highest dose activity change, negative = inhibition, usual class: inhibitors | Isocitrate dehydrogenase [NADP] cytoplasmic (Homo sapiens), O75874; also: % is scaled to controls: 0 for no effect and ±100 for the full control effect; nearly all actives have a fitted effect of over 65% in size
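IDH1-R132H (0.5 ug/mL dispensed) in pH 7.5 Tris buffer was preincubated 30 min with compound, then given a substrate mix of 0.016 mM NADPH and 2 mM alpha-KG for 80 min at room temperature; remaining NADPH was read by diaphorase/resazurin fluorescence.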
USP1 inh – Inhibitors of USP1/UAF1: Primary Screen. Ubiquitin carboxyl-terminal hydrolase 1 (Homo sapiens), O94782. recombinant USP1/UAF1, Ub-Rhodamine cleavage fluorescence. Potency, µM (top dose mostly 57.1 µM), without a hit: at the highest dose activity change, negative = inhibition, most hits filed as inhibitors. 390,000 tested, 0.23% active. AID 743255, 2014; also: % is scaled to controls: 0 for no effect and ±100 for the full control effect; nearly all actives have a fitted effect of over 60% in size; inactives centre near -12
Target sequence (O94782 whole entry, looked up): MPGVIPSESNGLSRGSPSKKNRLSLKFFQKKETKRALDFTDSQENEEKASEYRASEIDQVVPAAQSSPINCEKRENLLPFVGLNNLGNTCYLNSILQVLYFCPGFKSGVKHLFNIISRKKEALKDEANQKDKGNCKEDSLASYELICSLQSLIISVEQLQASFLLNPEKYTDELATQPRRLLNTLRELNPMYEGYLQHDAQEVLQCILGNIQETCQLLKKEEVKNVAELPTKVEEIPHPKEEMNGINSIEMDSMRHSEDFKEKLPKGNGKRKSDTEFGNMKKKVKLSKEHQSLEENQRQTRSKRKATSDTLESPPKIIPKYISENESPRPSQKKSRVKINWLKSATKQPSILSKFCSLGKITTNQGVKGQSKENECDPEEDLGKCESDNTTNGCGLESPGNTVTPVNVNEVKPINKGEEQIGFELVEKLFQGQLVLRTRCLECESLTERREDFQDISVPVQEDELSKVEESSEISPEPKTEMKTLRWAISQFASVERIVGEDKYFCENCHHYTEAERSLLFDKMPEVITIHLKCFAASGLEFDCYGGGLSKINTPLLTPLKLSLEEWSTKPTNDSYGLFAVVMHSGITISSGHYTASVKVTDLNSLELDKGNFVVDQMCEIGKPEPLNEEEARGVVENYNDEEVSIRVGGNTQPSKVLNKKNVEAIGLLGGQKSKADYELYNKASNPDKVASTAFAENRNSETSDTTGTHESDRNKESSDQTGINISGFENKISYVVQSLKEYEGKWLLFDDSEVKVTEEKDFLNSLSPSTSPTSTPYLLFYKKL
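Step one: compound is pinned into 1nM USP1/UAF1 in HEPES pH 7.8 buffer with TCEP. Step two: 15 min room-temperature incubation. Step three: Ub-Rho (150nM final) starts cleavage, tracked by fluorescence over six one-minute reads.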
Numbers without * were called inactive; u = inconclusive; x = no result given; & = joins results of further samples; [ ] = remark or other dose. Calls follow the shape of the dose curve; as a rule, active = well fitted curve in the direction sought with a large enough effect; inconclusive = small, poorly fitted or top-dose-only effect, or another doubt; inactive = no such curve, though single readings can be large; an effect the other way counts as inactive or inconclusive. Potency is read from the fitted curve at half-maximal effect. Not all compounds are listed. The share of hits here may be higher or lower than overall.

smiles	TrxR1 inh	Vif-A3F inh	12-LOX inh	TrxR1 substrate	Vif-A3G inh	RGS4 inh	RXFP1 agonist	mIDH1 inhibitor	USP1 inh
O=C(CCCCCNC(=O)N1CCn2c1nc1ccccc12)NCc1ccc(Cl)cc1	9.4%[57.1 µM]	-2.1%	4.0%	4.0%[57.1 µM]	0.7%	-27.8%[56.9 µM]	1.8%	-6.4%	-3.5%
CC(Oc1ccc2c(-c3ccccc3)cc(=O)oc2c1)C(=O)NCC(O)c1ccccc1 (stereo not given)	14.2%	-0.2%	-2.3%	-2.0%	0.7%	-12.1%	-0.6%	-7.4%	-0.2%
Cc1nn(Cc2ccc([N+](=O)[O-])cc2)c(=O)n1-c1ccccc1	-10.2%	0.7%	0.0%	-7.9%	2.3%	-13.5%	-2.3%	4.9%	-16.8%
Cc1ccn2c(=O)nc(SCC(=O)N3CCN(c4ccccc4)CC3)nc2c1	-8.5%	2.6%	-5.6%	-1.2%	-6.2%	5.5%	4.6%	2.4%	-20.5%
CC(=O)NCCc1nc2ccccc2n1CCOc1ccc(C)cc1	14.7%	-19.7%	-9.8%	-0.9%	-1.0%	14.1%[11.4 µM]	-0.5%	1.3%	-14.2%
Cc1cc(NC(=O)CN2CCC(C)CC2)no1	8.5%[57.1 µM]	-1.7%	0.0%	3.7%[0.0914 µM]	0.6%	8.0%	2.3%	-3.2%	3.4%
O=C(O)/C=C/c1ccc(OCc2cccc(F)c2)cc1	22.4%[57.1 µM]	13.0%	0.3%	4.2%[57.1 µM]	-1.8%	u	0.6%	-6.5%	-16.5%
CN(C)/C=C/C(=O)c1cnc2n(c1=O)CCS2	-3.4%	0.0%	-2.6%	-13.1%	1.0%	-0.2%	5.2%	-4.1%	-15.9%
O=C(O)C1CCCN1c1nc(-c2ccc(Cl)c(Cl)c2)cc(C(F)(F)F)n1 (stereo not given)	2.3%	0.0%	25.6%	-1.3%	0.1%	2.4%	-1.0%	-3.2%	-16.8%
Cc1ccc(-c2ccc(S(=O)(=O)NCC3CCCO3)cc2)cc1 (stereo not given)	14.6%[11.4 µM]	2.7%	-5.5%	9.7%[11.4 µM]	-0.2%	27.2%[56.9 µM]	-0.2%	2.9%	-22.9%

(cont.)
smiles	TrxR1 inh	Vif-A3F inh	12-LOX inh	TrxR1 substrate	Vif-A3G inh	RGS4 inh	RXFP1 agonist	mIDH1 inhibitor	USP1 inh
O=C(COC(=O)c1cc2c(s1)CCCC2)NCc1ccccc1Cl	7.9%	-9.2%	-16.3%	-3.0%	0.3%	-4.2%[11.4 µM]	1.3%	-1.5%	-13.0%
CN(C)CCNC(=O)c1cccc(S(=O)(=O)Nc2ccccc2F)c1	3.3%	-3.5%	-0.1%	-3.3%	-6.1%	-0.1%	2.7%	-3.5%	-11.6%
COc1cc(OC)c(C2C(C#N)=C(N)OC3=C2C(=O)CC(C)(C)C3)cc1OC (stereo not given)	-7.5%	-11.0%	0.0%	7.3%[0.457 µM]	1.3%	11.7%	-1.1%	0.8%	-20.4%
Cc1ccc2c(CN3CCN(CCO)CC3)cc(=O)oc2c1	-6.6%	5.5%	-24.7%&-23.4%	-2.9%	0.8%	-13.9%	0.3%	4.7%	-18.5%
CCC(CC)=NNC(=O)c1ccccc1OCc1ccc(F)cc1	11.1%	0.6%	28.5%	-1.9%	0.1%	-1.0%	0.8%	5.0%	-23.8%
COC(=O)CC/C(O)=C1\C(=O)CC(C)(C)CC1=NCc1nc2ccccc2[nH]1	5.8%[57.1 µM]	6.6%	12.0%	-4.3%[57.1 µM]	-3.5%	-27.9%	2.4%	9.9%	-17.0%
CC(C)Nc1nc(NC(C)C)nc(Oc2ccc(OCc3ccccc3)nn2)n1	8.6%[57.1 µM]	-5.9%	172.0%[activator]	8.5%[57.1 µM]	-0.1%	-0.2%	-2.1%	6.4%	-23.7%
Cc1cccn2c(=O)c(C(=O)N3CCN(c4ccccc4F)CC3)cnc12	4.3%[57.1 µM]	1.8%	-10.9%	4.3%[57.1 µM]	0.8%	-18.7%	4.8%	-3.8%	6.8%
COc1ccc2nc(/N=C/c3cccc(OC)c3O)sc2c1	1.1%[57.1 µM]	4.1%	u	-3.6%[57.1 µM]	1.1%	-16.6%	1.0%	-9.2%	-8.2%
Cc1ccc(S(=O)(=O)NC(=NCc2ccccc2)c2ccc(F)cc2)cc1	20.0%	-0.7%	468.7%[activator]	8.8%	-1.4%	-10.9%	-4.8%	1.1%	-11.5%

(next part)
smiles	TrxR1 inh	Vif-A3F inh	12-LOX inh	TrxR1 substrate	Vif-A3G inh	RGS4 inh	RXFP1 agonist	mIDH1 inhibitor	USP1 inh
COc1ccc(-c2cc(C(C)=O)c(C)n2CCC(=O)NCc2ccc(F)cc2)cc1	19.5%[57.1 µM]	-5.7%	u	5.4%[57.1 µM]	-2.7%	-22.0%	0.2%	0.0%	3.4%
CCn1c(=N)c(C(=O)NC2CCCCC2)cc2c(=O)n3cc(C)ccc3nc21	17.2%	u	-1.6%	37.1%[activator]	2.1%	0.0%	-1.6%	-4.3%	u
CCOc1ccc(S(=O)(=O)N2CCN(CN3C(=O)CC4(CCCC4)C3=O)CC2)cc1	10.6%	-26.0%	172.8%[activator]	1.1%	-3.4%	3.3%	0.7%	0.0%	-18.8%
CCOC(=O)c1c(C)[nH]c(C(=O)N/N=C/c2cccc(OC)c2)c1C	-7.9%	-2.1%	11.6%	-4.7%	u	3.7%	-0.2%	-0.2%	-5.6%
CCOC(=O)c1cccc(NS(=O)(=O)c2c(C)[nH]c(=O)[nH]c2=O)c1	19.9%	-10.0%	-1.5%	6.3%	-3.3%	-10.9%	1.1%	0.6%	-9.8%
O=C(CSc1ccc(-c2ccc(-n3cccn3)cc2)nn1)Nc1ccccc1F	0.7%	0.7%	-3.7%	-8.8%	2.6%	-19.5%	8.8%	-1.4%	-8.8%
CC(C)(C)CC(=O)Nc1nnc2n1CCS2	22.4%[57.1 µM]	-0.2%	0.0%	0.1%[57.1 µM]	-1.8%	-16.4%	-1.1%	-6.1%	u
CC(C)CC(=O)Nc1ccccc1N1CCCC1	-23.1%	-4.8%	-24.0%	-6.7%	-0.6%	-16.5%	-0.1%	16.7%	-8.8%
C=CCOC(=O)C1=C(C)NC(SCC(=O)Nc2ccc(C)c(Cl)c2)=C(C#N)C1c1ccco1 (stereo not given)	6.0%[57.1 µM]	-7.9%	u	64.2%[activator]	-7.7%	-22.7%	1.0%	-0.2%	-20.5%
COc1cc(NC(=O)C2CC(=O)N(CCc3ccccc3)C2)cc(OC)c1 (stereo not given)	1.5%[57.1 µM]	-4.6%	12.0%	-2.6%[57.1 µM]	0.5%	4.2%	0.9%	-3.7%	-9.2%

(further entries)
smiles	TrxR1 inh	Vif-A3F inh	12-LOX inh	TrxR1 substrate	Vif-A3G inh	RGS4 inh	RXFP1 agonist	mIDH1 inhibitor	USP1 inh
CNc1oc(-c2ccc(F)cc2)nc1S(=O)(=O)c1ccccc1	1.0%[57.1 µM]	9.1%	-26.2%	1.4%[57.1 µM]	-0.9%	-4.6%	14.4%	-1.4%	-25.1%
Cc1[nH]nc(-c2ccc(O)cc2O)c1-c1nc2ccccc2s1	4.9%[57.1 µM]	9.6%	u	8.8%[57.1 µM]	-0.1%	-29.9%	-0.9%	-12.2%	-14.1%
O=C(Nc1cc(C(F)(F)F)ccc1N1CCOCC1)C1Cc2ccccc2CN1C(=O)c1ccco1 (stereo not given)	u	0.6%	u	-1.6%	-8.0%	-13.5%	-1.6%	13.1%	-20.1%
COc1cc2c(cc1OC)CN(C(=O)CCCOc1ccc(Cl)cc1Cl)CC2	25.8%[57.1 µM]	2.4%	-10.9%	0.3%[57.1 µM]	2.4%	-5.5%	5.1%	1.4%	-14.0%
Cc1ccc(C2=NN(S(C)(=O)=O)C(c3ccc4nccnc4c3)C2)cc1 (stereo not given)	17.9%	0.9%	u	-3.5%	-5.3%	1.3%	0.8%	-6.0%	-15.3%
CCN(C(=O)Cn1nc(Cc2cccnc2)c2ccccc2c1=O)c1cc(C)ccc1C	6.8%	7.7%	-14.0%	-0.3%	-2.4%	-10.7%	3.9%	0.0%	9.1%
CCCC/C=C/[C@H](c1ccccc1)[C@H](CO)Cc1cnc2ccccc2c1	u	x	x	-9.3%	-6.4%	1.3%	x	x	x
